# Bioassay records (PubChem BioAssay)
# PfHsp90 set2 – growth inhibition of yeast expressing Plasmodium Hsp90; S. cerevisiae expressing PfHsp90, BacTiter-Glo ATP, 48 h; yeast lacking PDR1 and PDR3 efflux regulators; inhibition, % at 9.4 µM; 310,000 compounds, 0.32% hits; AID 504621;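 active = every replicate shows inhibition above about 80%, whatever the replicate mean, limit read from the data; inconclusive = mean inhibition reaches the set limit but some replicate falls short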;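 note: 0% = DMSO neutral controls and 100% = 20 µM radicicol positive controls; yeast relying on Plasmodium falciparum Hsp90 in place of its own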
# Rtt109 Vps75 – blocks Candida albicans Rtt109/Vps75 acetyltransferase activity; Q5AAJ8; purified Rtt109/Vps75, ThioGlo CoA-SH fluorescence, 4 h; inhibition, % at 34.9 µM; 330,000 compounds, 0.16% hits;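 active = inhibition of at least 50% in every replicate; inconclusive = best replicate reaches 50% inhibition but some replicates fall short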
# Target sequence (Q5AAJ8 whole entry, looked up): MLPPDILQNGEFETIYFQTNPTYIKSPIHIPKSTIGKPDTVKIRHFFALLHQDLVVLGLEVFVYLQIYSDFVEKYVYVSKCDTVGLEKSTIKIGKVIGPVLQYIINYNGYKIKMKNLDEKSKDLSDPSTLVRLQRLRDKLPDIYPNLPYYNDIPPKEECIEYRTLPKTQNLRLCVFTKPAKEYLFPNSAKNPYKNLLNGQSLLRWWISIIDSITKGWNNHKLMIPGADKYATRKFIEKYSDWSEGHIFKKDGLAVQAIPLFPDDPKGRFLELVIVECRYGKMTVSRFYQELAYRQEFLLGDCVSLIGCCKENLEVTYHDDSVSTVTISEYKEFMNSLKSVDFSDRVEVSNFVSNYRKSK
# DAGLB inh – blocks human DAGLB lipase activity | 340,000 compounds, 0.059% hits | AID 504411 | inhibition, % at 5.17 µM | HEK293T DAGLB membrane lysate, EnzChek fluorogenic substrate | Q8NCG7; in the data active = inhibition above about 34%;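 note: 0% = enzyme with vehicle and 100% = wells lacking enzyme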
# Target sequence (Q8NCG7 whole entry, looked up): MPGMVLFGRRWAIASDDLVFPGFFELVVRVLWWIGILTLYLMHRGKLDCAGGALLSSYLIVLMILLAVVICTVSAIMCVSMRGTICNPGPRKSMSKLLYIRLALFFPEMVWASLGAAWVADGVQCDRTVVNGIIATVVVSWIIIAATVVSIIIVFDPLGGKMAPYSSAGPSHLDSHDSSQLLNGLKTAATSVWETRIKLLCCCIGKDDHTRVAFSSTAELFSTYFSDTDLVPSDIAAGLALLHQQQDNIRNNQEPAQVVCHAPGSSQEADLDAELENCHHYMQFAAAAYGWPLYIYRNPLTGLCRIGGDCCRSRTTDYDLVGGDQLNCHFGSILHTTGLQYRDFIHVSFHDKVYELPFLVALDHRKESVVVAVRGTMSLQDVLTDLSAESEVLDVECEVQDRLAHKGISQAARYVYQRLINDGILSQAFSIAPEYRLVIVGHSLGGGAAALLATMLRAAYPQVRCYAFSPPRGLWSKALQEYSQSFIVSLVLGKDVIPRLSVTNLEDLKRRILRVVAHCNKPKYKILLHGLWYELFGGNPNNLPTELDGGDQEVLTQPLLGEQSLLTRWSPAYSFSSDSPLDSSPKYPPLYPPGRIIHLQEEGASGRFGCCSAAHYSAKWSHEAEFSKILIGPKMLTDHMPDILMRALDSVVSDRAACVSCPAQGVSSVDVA
# CAL PDZ FP – inhibitors of human CAL PDZ peptide binding; Q9HD26; purified CAL PDZ, TMR-peptide fluorescence polarization, 1 h; inhibition, % at 20 µM; 330,000 compounds, 0.02% hits; AID 504414;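 active = highest replicate inhibition of at least 40%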;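 note: plate controls were DMSO neutral control wells for no effect and unlabeled competitor peptide control wells for full effect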
#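 material = purified tagged CAL PDZ domain construct (CerCALP) | buffer or medium = sodium phosphate/NaCl buffer pH 7.4 with TCEP, IgG, Thesit | reagent = TMR-labelled reporter peptide T*-PRC34 bound in PDZ groove | incubation = 1 h room-temperature incubation prior to read | measured by = fluorescence polarization (mP) | evaluation = percent inhibition from loss of millipolarization | control set = unlabelled peptide and DMSO controls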
# Wnt bcat act – activators of Wnt/beta-catenin signaling; Wnt/beta-catenin reporter cell assay, activator, plate reader; activation, % at 9.35 µM; 300,000 compounds, 1.2% hits; AID 743398; in the data active = activation above about 30%, passing the limit was not always enough; inconclusive = no clear call, values can overlap the other calls;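 note: 0% = neutral control wells and 100% = positive control wells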
# phage Ecoli inh – E. coli growth loss with phage present. growth absorbance. inhibition, % at 11.9 µM. 360,000 compounds, 0.26% hits; in the data active = inhibition above about 11%
# Ecoli viability – bacterial growth inhibition, counter-screen for AddAB inhibitors; 330,000 compounds, 0.27% hits; E. coli V3065 growth, OD600 absorbance, 18 h; inhibition, % at 11.9 µM;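 active = inhibition above the campaign's mean inhibition across all tested compounds plus 3 SD, cut at about 9.9% in these data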;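 note: uninfected addAB+ strain grown without phage in ampicillin broth; 0% = DMSO wells and 100% = ciprofloxacin 0.95 µg/ml wells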
# Tat transport – inhibitors of E. coli Tat protein transport; E. coli MC4100 TorA-mCherry Tat export, fluorescence; inhibition, % at 10 µM; 340,000 compounds, 0.036% hits; AID 488895;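 active = mean replicate inhibition at least 50% and at least half of replicates individually reaching 50%; inconclusive = only one of the two criteria met; inactive = neither criterion met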;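 note: exported cargo escapes ClpAP degradation while cytoplasmic cargo is degraded and loses fluorescence; 0% = median of neutral control wells and 100% = median of NaSCN control wells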
# AddAB inh – less growth of phage-infected E. coli with AddAB | 330,000 compounds, 0.29% hits | E. coli expressing H. pylori AddAB, absorbance growth | inhibition, % at 11.9 µM | AID 435030; in the data active = inhibition above about 12%;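 note: 0% = vehicle wells of infected cells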
# PvdQ inh – P. aeruginosa PvdQ acylase inhibition; purified PvdQ acylase, fluorescence plate reader; inhibition, % at 10 µM; 340,000 compounds, 0.063% hits; AID 488965; in the data active = inhibition above about 30%, passing the limit was not always enough; inconclusive = no clear call, values can overlap the other calls;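 note: 0% = vehicle neutral wells and 100% = reference inhibitor wells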
# * = called active by the depositor; u = inconclusive; x = not tested or not shown.
SMILES,PfHsp90 set2,Rtt109 Vps75,DAGLB inh,CAL PDZ FP,Wnt bcat act,phage Ecoli inh,Ecoli viability,Tat transport,AddAB inh,PvdQ inh
CC1(C)C(C(=O)OCC(Cl)(Cl)Cl)N2C(=O)C(NC(=O)Cc3ccccc3)C2S1=O (stereo unspecified),2,9,-1,-0.4,4,1.5,2.1,2,2.3,-15
COc1cccc(C(=O)Nc2ccc(N3CCCC3)cc2)c1,59,1,8,-0.2,-5,2.5,1.2,-8,4.8,-7
O=C(COc1ncnc2c(Cl)cc(Cl)cc12)N1CCN(S(=O)(=O)c2ccccc2)CC1,-11,-4,0,-1.4,-3,3.0,-1.6,-1,0.8,-6
COCc1cc(C)n(CC(=O)OC)c(=O)c1C#N,-15,-4,1,-0.2,-7,0.4,-0.6,-7,1.1,-20
CCn1c(SCC(=O)N2CCCc3ccccc32)nc2cccnc21,1,-10,-1,-0.7,-4,2.5,-2.9,2,-2.1,2
O=C(O)c1cccc(-n2cc(-c3cccc(C(F)(F)F)c3)cn2)c1,31,6,5,-0.4,u,0.2,0.7,5,2.1,-1
C[C@@H](C(=O)Nc1nc2ccccc2s1)N1C(=O)C2CC=CCC2C1=O (stereo partly specified),3,9,1,-0.3,0,2.5,-2.0,2,-4.0,-12
Cc1ccc(-c2cnc3c(Cl)c(C)nn3c2)cc1,4,-10,0,-2.0,4,1.6,-0.8,6,0.2,9
CCOC(=O)C1=C(CC)Nc2ccccc2N=C1NC(=O)c1cc(S(=O)(=O)N(C)C)ccc1Cl,-4,1,-3,0.4,x,1.4,1.7,4,2.9,8
COc1ccccc1N1CCN(C(=O)CSc2nnc(NC(=O)C3CCC3)s2)CC1,-21,x,2,-3.3,-4,3.2,0.3,-2,2.1,0
CN(C)c1ccc(C(=O)NC2CCCc3ccccc32)cc1 (stereo unspecified),-22,1,2,-2.4,x,4.3,1.4,-4,0.8,-12
CCc1ccc(OCCCC(=O)NCc2ccco2)cc1,-13,5,-5,-1.5,5,0.1,0.3,-3,-0.3,-12
CCOC(=O)C1CCN(C(=O)CCn2c(=O)[nH]c3ccsc3c2=O)CC1,x,4,-2,-0.1,0,-0.1,-3.0,14,0.8,-4
CCOC(=O)/C(=C/c1cn(C)c2ccccc12)NC(=O)c1ccccc1,6,-2,4,0.3,3,1.9,-1.8,2,0.3,-8
COc1ccccc1OCCNC(=O)CNC(=O)c1ccc2c(c1)OCO2,x,49,0,-2.2,0,-1.3,1.5,-7,0.3,7
CC1CCCCN1C(=O)CSc1nnc(-c2ccccc2F)o1 (stereo unspecified),11,-8,-3,-2.6,-1,0.1,0.4,1,3.6,7
Cc1cccc(C)c1OCC(=O)Nn1c(C)nc2ccccc2c1=O,23,-1,2,-0.8,-1,4.2,0.5,-2,0.1,-6
COc1ccc(NC(=O)C2CCCN(c3ncnc4onc(-c5ccc(F)cc5)c34)C2)cc1 (stereo unspecified),5,12,0,-3.9,1,2.1,0.2,-1,1.1,-7
Cc1ccc(N(CN2C(=O)C3C4CCC(C4)C3C2=O)C(=O)c2ccco2)cc1 (stereo unspecified),-11,-1,2,0.9,0,3.5,-1.1,0,-2.1,-21
CCCCN1CC(COCc2ccccc2)OCCS1(=O)=O (stereo unspecified),36,-3,-3,0.7,-3,0.6,x,5,x,-19
CCOC(=O)Cc1c(C)c2c(O)cc(O)cc2oc1=O,-31,-176,-3,x,0,3.3,-0.6,-3,0.0,-8
Cc1ccc(CN2CCN(Cc3cccc4c3OCO4)CC2CCO)cc1 (stereo unspecified),5,5,-1,-2.3,-2,2.4,-1.5,3,-8.9,2
S=C(NNc1ccnc2cc(Cl)ccc12)Nc1ccccc1Cl,21,5,2,-4.0,x,0.3,0.1,-12,1.1,3
COc1ccccc1N1CCN(CCCCN2C(=O)C3CCCCN3C2=O)CC1 (stereo unspecified),-11,-6,-1,1.2,x,x,-2.0,-7,0.3,-14
ON=C1/C(=N\O)CC2(C/C1=N/O)OCCO2,-11,-2,4,1.5,1,14*,8.7,-9,11,-12
CC1(C)C(=O)CCC2(C)C1=CCC1C2C(=O)CC2(C)C1CCC2(O)C(=O)CO (stereo unspecified),20,4,-5,-1.7,-3,-1.2,x,-2,x,5
COCCNc1nc2c(c(=O)n(Cc3cccc(Cl)c3)c(=O)n2C)n1C,-19,-3,0,-0.6,1,0.9,-1.6,-9,-0.6,-15
CCOC(=O)C1(Cc2ccccc2)CCN(Cc2ccc3cc(NC(C)=O)ccc3n2)CC1,47,-3,-1,-0.2,-2,2.0,-0.6,-7,1.7,-7
Cc1cc(NC(=O)C2C3C(=O)N(Cc4ccc(Cl)cc4)C(C(=O)NCc4ccccc4)C34C=CC2(C)O4)no1 (stereo unspecified),16,u,2,-0.6,x,1.9,3.1,2,-0.2,5
O=C(/C=C/N1CCN(Cc2ccccc2)CC1)C(F)(F)F,-5,3,0,-2.9,-2,2.3,2.4,12,1.9,1
O=C(c1ccccc1)c1ccc2ccccc2n1,-12,-1,-6,0.0,x,4.0,0.6,-1,-0.9,-23
CCC(C)(C)NC(=O)C1CCN(c2nc(OC)nc(OC)n2)CC1,-21,-15,2,0.8,7,2.1,2.4,-2,2.0,-10
CSc1nc2ccc(S(N)(=O)=O)cc2s1,-17,9,1,0.1,4,-0.5,-0.4,-5,4.3,10
CCOC(=O)c1cc(-c2cccs2)nc2onc(C)c12,-15,-50,-3,-0.6,x,1.4,1.9,-11,-2.4,-3
CCC(=O)N1CCCc2cc(S(=O)(=O)N3CCN(c4ncccn4)CC3)ccc21,20,1,1,1.0,1,2.4,-0.3,-7,0.3,-2
CC(C)(C)Nc1nc2ccc([N+](=O)[O-])cc2o1,20,8,-2,-0.5,0,2.4,-1.3,3,-1.8,5
N#Cc1c(Cl)nc(-c2ccncc2)nc1-c1ccccc1,4,0,0,-2.6,4,0.2,-2.0,-3,-2.1,-16
O=C(NCN1C(=O)C2C3C=CC(C3)C2C1=O)Nc1nccs1 (stereo unspecified),7,12,1,-0.6,-3,1.8,-0.6,1,0.0,-2
COc1ccc(-n2nnnc2SCC(=O)Nc2cccc(O)c2)cc1,20,3,-2,-0.7,-2,-0.1,1.8,-3,-1.0,-11
COc1cc(-c2noc(C)c2/C=C/c2ccc(OC(C)=O)cc2)cc(OC)c1OC,-1,-13,-11,-1.0,-18,1.0,2.7,9,2.1,1

# Whole records, quoted from the list. Values in the order: PfHsp90 set2 | Rtt109 Vps75 | DAGLB inh | CAL PDZ FP | Wnt bcat act | phage Ecoli inh | Ecoli viability | Tat transport | AddAB inh | PvdQ inh
# `COc1ccccc1N1CCN(CCCCN2C(=O)C3CCCCN3C2=O)CC1` (stereo unspecified) as listed: -11 | -6 | -1 | 1.2 | x | x | -2.0 | -7 | 0.3 | -14
# `O=C(/C=C/N1CCN(Cc2ccccc2)CC1)C(F)(F)F` as listed: -5 | 3 | 0 | -2.9 | -2 | 2.3 | 2.4 | 12 | 1.9 | 1

# Carrying on:
SMILES,PfHsp90 set2,Rtt109 Vps75,DAGLB inh,CAL PDZ FP,Wnt bcat act,phage Ecoli inh,Ecoli viability,Tat transport,AddAB inh,PvdQ inh
Cc1cccn2cc(CCNS(=O)(=O)c3cccc([N+](=O)[O-])c3)nc12,1,-8,4,-0.1,2,1.1,0.3,3,4.5,0
CCOC(=O)Nc1ccc(OC)c([N+](=O)[O-])c1,-21,11,-3,-0.3,2,3.5,0.4,6,2.7,9
O=C(c1nc2ccccn2c1CNCC1OCCc2ccccc21)N1CCOCC1 (stereo unspecified),8,-1,-2,0.1,-1,3.8,-0.6,-4,1.7,-4
O=c1c2c3nc4ccccc4nc3n(/N=C/c3ccco3)c2ncn1CCC1=CCCCC1,-1,-8,2,-1.1,x,0.1,0.0,5,1.8,-5
CS(=O)(=O)c1ccccc1-c1nc(-c2cccc(Cl)c2)no1,-14,16,-3,-0.5,x,x,1.2,-2,6.5,2
O=C1CC(=O)N(CCNc2ncc(C(F)(F)F)cc2Cl)C(=O)N1,-16,11,18,-0.2,-1,-0.8,-0.2,-11,1.3,0
Cc1nnc(SCC(=O)Nc2sccc2C#N)s1,15,-2,0,0.3,-2,2.0,0.8,2,3.4,-9
Cc1ccc(-c2cc(C(=O)OCn3nnc4ccccc4c3=O)c3ccccc3n2)cc1,13,-7,-3,0.4,x,1.8,-0.5,5,2.7,-12
Cc1nc2ccccc2c(=O)n1/N=C/c1ccncc1,x,8,-1,x,x,0.1,2.1,-1,-0.8,8
C=CCn1cccc(C(=O)Nc2ccc(OCC)cc2)c1=O,6,-16,-2,-0.2,4,1.9,-2.6,-6,0.6,-4
Cc1ccc2c(CSc3nncs3)cc(=O)oc2c1,-15,-4,-2,-1.9,3,3.5,-3.0,-3,1.9,-7
NC(=O)C1CC(=O)N(c2ccc(OCC(=O)Nc3cccc(C(F)(F)F)c3)cc2)C1 (stereo unspecified),-13,3,0,0.8,x,3.4,-2.8,0,-3.1,8
CN(C)S(=O)(=O)c1cccc(NC(=S)Nc2ccc(Cl)cc2Cl)c1,5,3,1,-1.8,x,2.0,2.2,-7,5.3,6
C(=N\n1cnnc1)/c1ccc2ncccc2c1,15,-8,2,-1.1,x,0.9,-1.3,3,0.6,16
Cc1ccc(C)c(NC(=O)c2ccccc2C(=O)c2ccccc2)c1,x,x,x,x,0,0.7,-0.7,x,1.8,x
Cc1cc(Cl)ccc1NC(=O)CN1C(=O)C(=O)N(C2CCCC2)C1=O,-9,0,-5,1.1,4,2.7,2.3,6,2.8,0
CCC(=O)NC(=S)NNC(=O)c1ccccc1[N+](=O)[O-],10,0,-4,0.5,1,2.9,1.3,-1,-2.0,-5
Cc1ccc(OCC(=O)NC(=S)Nc2ccc3c4c(cccc24)CC3)cc1,-13,x,-12,-1.0,-1,2.9,-0.9,5,-3.5,-17
COc1ccc(/C=N/c2oc(C)c(C)c2C#N)c(OC)c1,8,8,-2,-0.5,0,4.7,1.3,-2,3.7,-13
COc1ccc(/C(O)=C2/C(=O)C(=O)N(CCN3CCNCC3)C2c2cccc([N+](=O)[O-])c2)cc1 (stereo unspecified),5,-9,-4,-1.2,1,3.1,-0.9,4,1.2,4
CC1CN(S(=O)(=O)c2cccc(C(=O)NCCC3=CCCCC3)c2)CC(C)O1 (stereo unspecified),-7,4,-2,-1.1,-4,3.0,-0.3,8,-1.0,0
Cc1ncc(CO)c(/C=N/NC(=S)Nc2cccc(Cl)c2)c1O,-30,x,0,-4.1,x,x,1.4,7,0.7,-8
O=C(CCc1ccccc1)c1ccc2c(c1)OCCCO2,x,-6,-24,0.2,x,2.9,-0.7,-1,1.8,-14
CCc1noc(N)c1C(=O)Nc1ccc(Cl)cc1,5,-7,0,-3.3,-1,0.4,-0.9,-3,2.3,1
Cc1nn(-c2ccccc2)c(Cl)c1/C=C(/CC(=O)O)c1nc2ccccc2s1,-36,2,8,-1.6,-2,-0.2,x,2,x,-4
COc1ccccc1N(C)S(=O)(=O)c1ccc(Cl)c(C(=O)NCC2(N(C)C)CCCCC2)c1,x,3,-2,-2.1,-2,2.3,-0.6,-12,3.9,-3
Cc1nn(CC(=O)Nc2nnc(C(C)C)s2)c(=O)c2ccccc12,4,-2,0,-1.7,-8,2.2,-1.6,-4,2.2,-9

# Rows were taken by chance; overall some 1.9% were active at least once.
